MCF10A rereplic – DNA re-replication induction in MCF 10a cells. Potency, µM (doses to about 46.1 µM), for the others: at the highest dose activity, positive = re-replication, most hits filed as activators. 350,000 compounds, 2.9% hits. MCF 10A DNA re-replication, Hoechst nuclear intensity, 48 h; note: potency is the fitted concentration of half-maximal effect; % of control where 0% means no effect; nearly all actives have a fitted effect of over 50% in size
Nrf2 inh – blocks Nrf2 signaling | 360,000 compounds, 2.1% hits | Potency, µM (doses to about 46 µM), for inactives: at the top dose activity change, negative = inhibition, most hits filed as inhibitors | A549 ARE-Fluc reporter, luciferase luminescence, 18-24 h; note: potency is the fitted concentration of half-maximal effect; % is set by controls: 0 for no effect and ±100 for the full control effect; nearly all actives have a fitted effect of over 60% in size
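Nrf2 activity is the BugLite luminescence, read 15 min after reagent at room temperature, following CellTiter-Fluor cytotoxicity readout (30 min, 37C). Compound titrations were applied for 18-24 h to 5000 A549 ARE_Fluc cells/well in 5% FBS OPTI-MEM.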
HepG2 tox – kills HepG2 cells in TGF-b inhibitor counter-screen. HepG2 CAGA-GFP viability, ATP luminescence, 18 h. 410,000 compounds, 0.76% hits. Potency, µM (top dose mostly 46.1 µM), for inactives: top-dose activity change, negative = cytotoxicity, actives largely listed as cytotoxic; note: potency is the fitted concentration of half-maximal effect; some results filed as inactive show a strong effect at the top dose
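HepG2 CAGA-GFP cells (1000/well, DMEM with 1% FBS) received compound, then TGF-beta at 500 pg/mL final, and were incubated 18 hours at 37 degrees C. Viability was read by CellTiter-Glo luminescence. Media-only wells were set as complete cell-killing and DMSO as no toxicity.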
ATXN2 expr inh – reduces ATXN2 reporter expression in HEK-293 cells | HEK-293 ATXN2-luciferase reporter, luminescence, 24 h | Potency, µM (highest dose often 57 µM), for the others: at the top dose activity change, negative = inhibition, usual class: inhibitors | 360,000 compounds, 0.72% hits | AID 1745845; note: potency is the fitted concentration of half-maximal effect; % is set by controls: 0 for no effect and ±100 for the full control effect; nearly all actives have a fitted effect of over 55% in size
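ATXN2-luciferase reporter cells (luciferase flanked by upstream and downstream ATXN2 gene portions) were treated 24 h at 37 °C with compounds at up to 57 uM. SteadyGlo luminescence gave expression; GF-AFC fluorescence gave viability.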
Nrf2 ARE act – activators of Nrf2 (ARE) signaling | AREc32 ARE-luciferase reporter (MCF7-derived line), luminescence, 24 h | Potency, µM (series often up to 46.1 µM), for the others: top-dose activation, usual class: activators | 410,000 compounds, 0.31% hits; note: potency is the fitted concentration of half-maximal effect; % of control where 0% means no effect; nearly all actives have a fitted effect of over 65% in size
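Luminescent ARE reporter assay in AREc32_Fluc cells: overnight plating at 37 deg C, 24 hr compound incubation, Steady-Glo added, 30 min RT before reading.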
ATXN viability – reduces viability in counter-screen for ATXN expression inhibitors; Potency, µM (doses to about 56.7 µM), hits mostly cytotoxic; 400,000 compounds, 0.49% hits; AID 651635; S2 cells (HEK-293 line with an ATXN2-luciferase reporter) viability, CellTiter-Fluor protease fluorescence, 24 h; note: potency is the fitted concentration of half-maximal effect; nearly all actives have a fitted effect of over 40% in size
TGFb SMAD3 inh – inhibitors of TGF-b signaling; Potency, µM (titrated, usually from 46.1 µM), without a hit: at the top dose activity, negative = inhibition, usual class: inhibitors; 410,000 compounds, 1.2% hits; HepG2 CAGA-GFP TGF-b/SMAD3 reporter, GFP fluorescence, 18 h; TGF-beta stimulated, 500 pg/mL final; note: potency is the fitted concentration of half-maximal effect; % is set by controls: 0 for no effect and ±100 for the full control effect; nearly all actives have a fitted effect of over 65% in size
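Read-out: total well GFP (ex488/em500-530) summed from mean per-cell fluorescence. Cells: HEPG2 CAGA-GFP, 1% FBS DMEM, 18 h at 37 degrees C with 500 pg/mL final TGF-beta. Unstimulated wells served as the full-inhibition control; stimulated DMSO wells = 0%.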
A549 tox – kills or reduces viability of A549 cells in Nrf2 counter-screen. Potency, µM (highest dose often 46 µM), inactives show at the top dose activity change, negative = cytotoxicity, usual class: inhibitors. AID 504648. A549 ARE-Fluc cells, CellTiter-Fluor viability, 18-24 h. 390,000 compounds, 0.16% hits; note: potency is the fitted concentration of half-maximal effect; % is set by controls: 0 for no effect and ±100 for the full control effect
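A549 ARE_Fluc cells in 5% FBS OPTI-MEM were exposed to compounds in concentration-response for 18-24 h at 37 deg C. Viability was read by CellTiter-Fluor fluorescence (Ex 405/Em 525) after 30 min, before the luciferase read.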
IL-1B inflam inh – inflammasome signaling inhibition, IL-1 beta readout; AID 743279; THP-1 LPS/ATP IL-1B secretion, AlphaLISA, 16 h; stronger effect = lower value; 360,000 compounds, 4.7% hits; activity change, % at 57.5 µM; in the data active = activity change below about -50%; inconclusive = mostly about -30% to -49%; note: % is set by controls: 0 for no effect and ±100 for the full control effect
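THP-1 cells pretreated 1 hr with compounds (up to 57.5 uM final), then stimulated with LPS (250 ng/mL final) plus ATP (1.25 mM final); secreted IL-1B measured by AlphaLISA after 16 hr, decreased signal indicating inhibition.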
An asterisk follows results filed as active; i = inactive; ? = inconclusive; . = no result given; & = joins results of further samples; [ ] = another dose, or the depositor's remark. Unless noted, calls come from the whole dose curve; as a rule, active = well fitted curve in the direction sought with a large enough effect; inconclusive = small, poorly fitted or top-dose-only effect, or another doubt; inactive = no such curve, though single readings can be large; an effect the other way counts as inactive or inconclusive.

Values run as follows: MCF10A rereplic, IL-1B inflam inh, TGFb SMAD3 inh, Nrf2 ARE act, A549 tox, Nrf2 inh, HepG2 tox, ATXN2 expr inh, ATXN viability
1	CCN1CC=C2C(C#N)=C(N)C(C#N)(C#N)[C@H](c3ccoc3)[C@H]2C1
  -1%, 10, 0%, 0.8%, -10%, -3%, -2%, 5%, i
2	O=C(NCCc1nc2ccccc2n1CCOc1ccc2ccccc2c1)C1CCCCC1
  ., ., ?, ., -4%, ?, -12%, ., .
3	N#CCCN(C(=O)COc1ccc(Br)cc1F)c1ccc(F)cc1
  -4%, 0, 0%, 0.2%, 9%, 12%, -3%, ., i
4	CCc1ccccc1NC(=O)C(CCSC)NS(=O)(=O)c1ccc2c(c1)oc(=O)n2C (stereo not given)
  ., ., 3%, -1.1%, -10%, ?, -4%, 8%, i
5	COc1ccccc1C(=O)NCC(=O)N1CCN(C/C=C/c2ccccc2)CC1
  10%, -7, 0%, 0.0%, -1%, -27%, -16%, -2%, i
6	COc1cccc(OC)c1C(=O)Nc1ccc(N2CCCCC2)cc1
  ?, 24, -9%, -0.1%, -13%, 11%, 3%, 1%, i
7	COc1ccc(-n2nc(C(=O)NCC(=O)NCCCN3CCCCCC3)c3ccccc3c2=O)cc1Cl
  3%, 13, 5%, 0.2%, -17%, 6%, 8%, -3%, ?
8	CCNC(=O)C1(C)CCN(C(=O)c2ccc3snnc3c2)C1 (stereo not given)
  ., 22, 1%, 0.3%, ., ., 1%, 1%, i
9	COCc1ccc(CN2CCC(n3nccc3NC(=O)C(OC)c3ccccc3)CC2)o1 (stereo not given)
  3%, -1, 10%, 0.0%, -1%, -2%, 9%, 5%, i
10	CCOC(=O)C1=C(CC)Nc2ccccc2N=C1NC(=O)CCNC(C)=O
  -5%, -5, 13%, 0.2%, 6%, -18%, 26%, -14%, i
11	COc1cccc2c(=O)n(CC(=O)N3CCN(c4ccccc4)CC3)ccc12
  ?, -2, 3%, -1.2%, 1%, -5%, -26%, -17%, i
12	Cc1ccc(C(=O)NC(=S)Nc2cccc(NC(=O)c3ccccc3)c2)cc1[N+](=O)[O-]
  5%, -7, ?, -0.6%, -2%, -22%, -22%, 13%, i
13	COc1ccc(NC(=O)CN(C)C(=O)c2ccc(S(=O)(=O)Nc3ccccc3F)cc2)cc1
  2%, 4, 1%, -0.1%, -3%, -1%, -1%, 5%, i
14	Cn1cnc(S(=O)(=O)Nc2ccc(C(F)(F)F)cc2)c1
  -3%, -2, ?, -0.3%, -17%, ., -2%, -3%, i
15	COCCNc1ncnc2c1ncn2[C@H]1CN(Cc2ccc(-c3ccccc3)cc2)C[C@@H](CO)O1
  ., 1, ?, 0.5%, ., ., -12%, ?, ?
16	CC(C)(C)c1ccc(Oc2ccc(NC(=O)c3ccccc3C(=O)O)cn2)cc1
  -2%, 60, 19%, -0.5%, 1%, ?, -7%, ., i
17	CC(C)NC(=O)Nc1ccc(Br)cc1Cl
  0%, 0, -26%, 0.4%, -5%, ?, -27%, -7%, i
18	O=c1c2sc3ccccc3c2n(Cc2ccccc2F)c(=O)n1CCc1ccccc1
  ., ., -9%, -0.7%, 13%, ?, -8%, 44%[activator], i
19	C=CCN1C(=O)C(CC(=O)NCC)SC1=Nc1ccc(S(N)(=O)=O)cc1 (stereo not given)
  -2%, 10, 8%, 0.0%, 0%, -10%, -14%, 4%, i
20	CCNc1nc(Oc2ccccc2)nc(OC(C)C(=O)OCC)n1 (stereo not given)
  1%, -5, -2%, -0.3%, -4%, ., -5%, 0%, i
21	O=C(CN1CCCCCC1)N/N=C/c1cccs1
  26%, 9, -8%, -1.1%, 8%, 3%, 3%, 3%, ?
22	C[C@@H]1CN([C@@H](C)CO)C(=O)CCCn2nncc2CO[C@H]1CN(C)S(=O)(=O)c1ccccc1
  ., -4, -1%, 0.4%, ., ., -29%, 7%, i
23	O=C(NCCC1=CCCCC1)C1CCN(C(=O)N2CCOc3ccc(Cl)cc32)CC1
  ., ., ?, 9.7%, -2%, -9%, -27%, ., .
24	O=C(Nc1sc2c(c1C(=O)O)CCC2)c1ccccc1Cl
  10%, 2, 18%, 0.4%, -4%, ?, 4%, -27%, i
25	CCCn1nc(C(=O)NNC(=O)C2CSC3(C)CCC(=O)N23)c2ccccc2c1=O (stereo not given)
  -7%, 11, -20%, -0.7%, -8%, -14%, -3%, -4%, i
26	Cc1ccc(CN2C(=O)CCC2C(=O)NCc2ccc3c(c2)OCO3)cc1 (stereo not given)
  2%, -15, -5%, 0.3%, -3%, 6%, -2%, 6%, i
27	O=C(COC(=O)c1ccc(Br)o1)NCC1CCCCC1
  -2%, 8, 8%, 2.4%, -2%, 2%, -16%, 1%, i
28	Cc1ccc(NC(=O)CSc2nc(=O)cc(N)n2-c2ccccc2)cc1
  -1%, -6, 0%&13%, 0.1%&2.3%, -4%&1%, 16%&5%, 6%&-3%, 0%&3%, i
29	O=C(CCS(=O)(=O)c1ccccc1)Nc1ccc(N2CCOCC2)cc1
  -5%, -4, 0%, -0.1%, 1%, 27%, -3%, 13%, i
30	COc1ccc(CC(=O)Nc2ccc(-c3csc(C)n3)cc2)cc1
  -4%, -13, -11%, -0.7%, 3%, -5%, -29%, 9%, i

Continued; it opens with the 4 that closed the last part.
Values run as follows: MCF10A rereplic, IL-1B inflam inh, TGFb SMAD3 inh, Nrf2 ARE act, A549 tox, Nrf2 inh, HepG2 tox, ATXN2 expr inh, ATXN viability
27	O=C(COC(=O)c1ccc(Br)o1)NCC1CCCCC1
  -2%, 8, 8%, 2.4%, -2%, 2%, -16%, 1%, i
28	Cc1ccc(NC(=O)CSc2nc(=O)cc(N)n2-c2ccccc2)cc1
  -1%, -6, 0%&13%, 0.1%&2.3%, -4%&1%, 16%&5%, 6%&-3%, 0%&3%, i
29	O=C(CCS(=O)(=O)c1ccccc1)Nc1ccc(N2CCOCC2)cc1
  -5%, -4, 0%, -0.1%, 1%, 27%, -3%, 13%, i
30	COc1ccc(CC(=O)Nc2ccc(-c3csc(C)n3)cc2)cc1
  -4%, -13, -11%, -0.7%, 3%, -5%, -29%, 9%, i
31	O=C1c2ccc(-c3ccc4c(c3)C(=O)N(CCO)C4=O)cc2C(=O)N1CCO
  3%, 0, -5%, -0.1%, -12%, -20%, -7%, ., i
32	COc1ccc(C2c3c(oc4ccccc4c3=O)C(=O)N2Cc2ccncc2)cc1OC (stereo not given)
  4%, 38, 2%, 0.0%, -2%, 3%, -2%, 0%, i
33	CC1CN(Cc2cc(=O)oc3cc(O)ccc23)CC(C)O1 (stereo not given)
  -56%[inhibitor], 37, 9%, -0.2%, -6%, 15%, 9%, 1%, .
34	C=CCNC(=S)N1CCC(C(N)=O)CC1
  0%, 16, ?, -0.6%, -2%, -1%, 8%, 0%, ?
35	O=C(c1cc(C2CC2)on1)N1CCCC(N2CCN(c3ccc(F)cc3)CC2)C1 (stereo not given)
  -2%, 1, 2%, -0.7%, 2%, ?, -12%, 3%, i
36	CC(=O)NS(=O)(=O)c1ccc(NC(=O)NC2CCCCC2)cc1
  0%, 6, -14%, -0.1%, -8%, 9%, -13%, 3%, i
37	C/C(=N/OC(=O)c1cccc(Cl)c1)c1nccs1
  1%, 0, -2%, 0.2%, -9%, 1%, -1%, ., .
38	COC(=O)Nc1cc(C(F)(F)F)ccc1N1CCN(c2ccccc2)CC1
  3%, -26, -7%, 0.3%, 2%, ?, 2%, -13%, ?
39	CCOC1=C2[C@@H](CN(S(=O)(=O)c3ccc(C)cc3)[C@H]2c2ccccc2Cl)[C@H]2C(=O)NC(=O)[C@H]2C1
  ., -13, -3%, 0.0%, ., ., -2%, 2%, ?
40	COc1ccc(OC)c(NC(=O)c2cccc(S(=O)(=O)N3CCN(C(C)=O)CC3)c2)c1
  -6%, 12, 6%, -0.8%, -4%, 18%, 7%, 6%, i
41	Cc1ccc2nc(NC(=O)CSc3nncc(=O)n3N)sc2c1
  -4%, 2, 19%, -0.3%, -2%, 11%, -17%, 29%, i
42	CCOc1ccccc1NS(=O)(=O)c1ccc2[nH]c(=O)[nH]c2c1
  0%, 32, 1%, 0.1%, 6%, 1%, -15%, 0%, i
43	On1c(-c2ccccc2Cl)nc2ccccc21
  -11%, -3, 2%, 0.1%, 8%, -12%, -10%, -19%[11.3 µM], i
44	Cc1ccc(S(=O)(=O)N2CCCCC2)cc1NC(=O)c1cc(=O)[nH]c2ccccc12
  -14%, 13, -12%, -0.1%, -2%, -14%, -28%, ., i
45	O=C1CC(c2ccccc2)CC(O)=C1C=NCc1ccccc1 (stereo not given)
  ?, 3, -10%, 0.1%, -4%, ?, 3%, -1%, i
46	CC1CCC(NC(=O)CCC(=O)N2CC(C)Oc3ccccc32)CC1 (stereo not given)
  0%, -13, -8%, -0.2%, 5%, 11%, 0%, 26%, i
47	CCn1cc(C(=O)NCCC(C)C)c(=O)c2cc(S(=O)(=O)N(C)C3CCCCC3)ccc21
  ., ., -24%, -0.3%, 0%, 5%, -4%, 1%, i
48	CN(Cc1ccon1)C(=O)CC1C(=O)NCCN1CC(C)(C)C (stereo not given)
  -3%, 21, 5%, 0.2%, 4%, 12%, -3%, -6%, .
49	O=C(C1CCN(S(=O)(=O)c2cccc3nonc23)CC1)N1CCN(c2ccc(F)cc2)CC1
  ., ., ?, 0.4%, 3%, ?, -19%, -25%, i

By substructure, the entries above containing a cyano group.
Values run as follows: MCF10A rereplic, IL-1B inflam inh, TGFb SMAD3 inh, Nrf2 ARE act, A549 tox, Nrf2 inh, HepG2 tox, ATXN2 expr inh, ATXN viability
1	CCN1CC=C2C(C#N)=C(N)C(C#N)(C#N)[C@H](c3ccoc3)[C@H]2C1
  -1%, 10, 0%, 0.8%, -10%, -3%, -2%, 5%, i
3	N#CCCN(C(=O)COc1ccc(Br)cc1F)c1ccc(F)cc1
  -4%, 0, 0%, 0.2%, 9%, 12%, -3%, ., i

Screens deposited in PubChem BioAssay by National Center for Advancing Translational Sciences (NCATS).

No enrichment for hits; about 8.8% have a hit in one of these screens.
